High-throughput results: PubChem BioAssay, several laboratories
HTRA1 inh: blocks human HTRA1 serine peptidase. Q92743. recombinant HTRA1, FP-rhodamine activity-based probe, fluorescence polarization. inhibition, % at 5.96 µM. actives 0.5% (n = 340,000). AID 504803; in the data active = inhibition above about 36%;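 also: 0% = enzyme with DMSO and 100% = wells lacking enzyme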
rCAG binder: molecules binding r(CAG) RNA repeats; inhibition, % at 3 µM; actives 1.3% (n = 370,000); r(CAG) RNA repeat, TO-PRO-1 dye displacement fluorescence;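 active = inhibition above the plate cutoff, the mean of all test compounds on that plate plus 3 SD, cut at about 35% in these data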;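 also: 0% = DMSO alone and 100% = 100 µM mitoxantrone as full dye displacement; higher means more dye released from RNA so lower well fluorescence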
TCR CD3 inh: inhibitors of human TCR-CD3 interaction | TAMRA-labeled TCR probe fluorescence, biochemical | inhibition, % at 9.4 µM | actives 0.37% (n = 360,000) | AID 651800; in the data active = inhibition above about 19%;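 also: recombinant mutant TCR 2C K166C tagged with TAMRA read by polarization; 0% = receptor in buffer alone and 100% = receptor with positive control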
NPR2 activator: GC-B (human) receptor activation. P20594. HEK293-GC-B cells, CNP EC30, cGMP TR-FRET; 0% at EC30 CNP, 100% saturating CNP. activation, % at 10 µM. actives 0.11% (n = 370,000);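 active = activation at 10 µM reaching about 35% in either raw or pattern-adjusted values, limit read from the data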
Target sequence (P20594 whole entry, looked up): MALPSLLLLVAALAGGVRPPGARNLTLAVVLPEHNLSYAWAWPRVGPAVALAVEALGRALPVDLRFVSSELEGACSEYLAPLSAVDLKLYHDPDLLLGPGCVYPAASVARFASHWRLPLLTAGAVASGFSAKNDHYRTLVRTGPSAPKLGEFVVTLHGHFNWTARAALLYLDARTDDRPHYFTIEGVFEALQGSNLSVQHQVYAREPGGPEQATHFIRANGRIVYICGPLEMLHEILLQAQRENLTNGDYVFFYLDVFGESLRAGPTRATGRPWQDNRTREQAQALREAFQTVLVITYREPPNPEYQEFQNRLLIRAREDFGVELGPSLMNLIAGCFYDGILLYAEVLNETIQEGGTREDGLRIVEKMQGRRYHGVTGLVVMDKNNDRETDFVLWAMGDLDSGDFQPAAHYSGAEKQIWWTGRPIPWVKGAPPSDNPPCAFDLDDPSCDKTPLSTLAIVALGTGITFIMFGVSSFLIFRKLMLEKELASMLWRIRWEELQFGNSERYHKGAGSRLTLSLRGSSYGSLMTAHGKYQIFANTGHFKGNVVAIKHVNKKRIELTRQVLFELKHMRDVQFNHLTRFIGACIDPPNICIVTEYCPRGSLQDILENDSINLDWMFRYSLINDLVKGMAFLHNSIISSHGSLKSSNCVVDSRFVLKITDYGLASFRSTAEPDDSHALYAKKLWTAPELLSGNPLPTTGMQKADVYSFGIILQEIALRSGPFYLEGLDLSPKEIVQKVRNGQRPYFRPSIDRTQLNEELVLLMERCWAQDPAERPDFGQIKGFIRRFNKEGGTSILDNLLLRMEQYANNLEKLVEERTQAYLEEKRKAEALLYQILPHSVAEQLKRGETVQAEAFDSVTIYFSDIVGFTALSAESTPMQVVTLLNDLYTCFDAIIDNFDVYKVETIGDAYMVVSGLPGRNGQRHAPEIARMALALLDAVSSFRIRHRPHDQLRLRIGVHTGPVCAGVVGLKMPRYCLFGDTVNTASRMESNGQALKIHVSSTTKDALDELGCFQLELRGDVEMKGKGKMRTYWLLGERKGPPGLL
PRMT1 inh: blocks human protein arginine methyltransferase 1; inhibition, % at 2.79 µM; actives 1.3% (n = 370,000); recombinant PRMT1, activity-based probe fluorescence polarization;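 active = inhibition above about 21% made by adding two undisclosed values, limit read from the data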
SIAE primary: inhibitors of human sialic acid acetylesterase SIAE. SIAE FP-Rh probe binding, fluorescence polarization. inhibition, % at 9.66 µM. actives 0.69% (n = 370,000). AID 1053197;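 active = inhibition above a cutoff: mean of compounds within the control limits plus 3 SD of those, cut at about 17% in these data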;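 also: 0% = plate median of compound wells and 100% = probe without SIAE protein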
ABHD4 inh: inhibitors of mouse ABHD4; actives 0.54% (n = 370,000); purified mABHD4, FP-Rh probe fluorescence polarization; AID 720543; inhibition, % at 8.92 µM;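 active = inhibition exceeding the mean over every tested compound plus 3 SD, cut at about 30% in these data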;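 also: 0% = plate median of compound wells and 100% = S159A mutant with DMSO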
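Test system: mouse ABHD4 enzyme, wild type. Reagent: FP-Rh fluorescent activity-based probe, added after compound pre-incubation. Timing: pre-incubation 45 min, probe exposure 60 min, at 25 °C. Technique: FP readout, ex 525 nm / em 598 nm. Benchmarks: high control S159A mutant with DMSO, low control median of compound wells.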
UHRF1 binding: UHRF1 methyl-DNA binding inhibition; Q96T88; UHRF1 binding to methylated oligo, TR-FRET; inhibition, % at 4.4 µM; actives 0.75% (n = 370,000); AID 687016; in the data active = inhibition above about 21%;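 also: UHRF1 SRA domain binding a hemimethylated CpG hairpin DNA probe; 0% = median of test compound wells and 100% = reference inhibitor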
GC-A act: GC-A (human) enzyme activation; actives 0.14% (n = 370,000); HEK293 GC-A cells, cGMP TR-FRET, EC30 ANP; 0% at EC30 ANP, 100% saturating ANP; activation, % at 10 µM; P16066; in the data active = activation above about 40%
MBD2 inh: inhibitors of human MBD2 binding to methylated oligonucleotide; Q9UBB5; TR-FRET; inhibition, % at 4.4 µM; actives 0.31% (n = 370,000); AID 686964; in the data active = inhibition above about 13%
* = called active by the depositor; i = inactive; x = no result given. This is a subset; count on the stated rates, not on these rows.

structure	HTRA1 inh	rCAG binder	TCR CD3 inh	NPR2 activator	PRMT1 inh	SIAE primary	ABHD4 inh	UHRF1 binding	GC-A act	MBD2 inh
O=C(CSc1nnc(-c2ccc(Cl)cc2)n1Cc1ccco1)NCc1ccc2c(c1)OCO2	-11	2	-4	-12	7	-4	-11	2	-6	-1
O=C(CN1CCCCC1)NCC(=O)Nc1ccc(F)c(F)c1F	0	1	4	1	-3	9	5	-3	-1	0
COCCn1nnnc1C(c1cc2cc(OC)c(OC)cc2[nH]c1=O)N1CCN(c2ccc(O)cc2)CC1 (stereo unspecified)	9	8	0	7	19	6	17	-1	3	0
COc1ccc(C2(C)NC(=O)N(CC(=O)NC3CCCC3)C2=O)cc1OC (stereo unspecified)	4	-1	-3	2	-4	-6	-5	2	5	0
CCn1c(=O)c(C(=O)NNC(=O)c2ccccc2F)c(O)c2ccccc21	4	-1	13	-5	-1	2	4	-3	-2	0
CCCC(=O)Nc1ccccc1N1CCN(C(=O)c2ccccc2)CC1	5	-5	4	9	3	-4	13	0	4	6
COc1cc(/C=N/NC(=O)C(Cc2c[nH]c3ccccc23)NC(=O)OCc2ccccc2)cc([N+](=O)[O-])c1O (stereo unspecified)	30	83*	0	-8	18	64*	45*	-8	-7	-13
CCCCCCCCCC[n+]1cccc(C(=O)N(CC)CC)c1	4	-2	2	-2	1	-1	6	0	6	-2
CCN(CC)CCN(C(=O)c1ccc(S(=O)(=O)N2CCOCC2)cc1)c1nc2cc3c(cc2s1)OCCO3	2	-1	-6	3	3	0	-2	5	-5	5
CN(Cc1ccc(F)cc1)C(=O)C(Cc1ccccc1)NC(=O)c1ccccc1 (stereo unspecified)	-8	-6	1	-1	1	0	2	0	-1	1
COc1ccc(OCC(=O)Nc2c3c(nn2-c2ccc(OC)cc2)CS(=O)(=O)C3)cc1	-6	-1	-1	-3	1	-1	-5	3	-3	0
C/C(N)=C(/C#N)C(=O)COC(=O)c1cc(-c2cccc(Br)c2)nc2ccccc12	5	7	-3	-5	1	-3	-14	9	-4	8
Cc1cccc(-n2ncc3c2CCCC3NC(=O)CCc2ccncc2)c1C (stereo unspecified)	2	-2	-1	-2	1	1	7	0	2	1
Cc1ccccc1N=C/C=C1\N(C)c2ccccc2C1(C)C	-2	0	1	-1	-1	-8	-107	-3	-2	1
CC(C)CNC(=S)N(Cc1ccco1)Cc1cc2cc3c(cc2[nH]c1=O)OCCO3	-18	7	4	5	3	-7	1	17	9	2
CCCOc1ccc(-c2nnn(CC(=O)OCC)n2)cc1	-1	-2	-7	1	3	-8	-17	8	5	8
Cc1ccccc1OCC(=O)Nc1cc(S(=O)(=O)N2CCOCC2)ccc1N1CCCC1	-5	4	6	3	-6	-1	-1	-2	0	-4
COc1cc(-c2cc(C(F)(F)F)n3ncc(C(=O)O)c3n2)cc(OC)c1OC	1	1	5	6	1	6	-7	0	1	-4
CN(C)CCN1C(=O)C(=O)/C(=C(/O)c2ccccc2)C1c1ccccc1F (stereo unspecified)	4	1	1	1	-5	6	-6	-3	4	-1
CC(SC1=Nc2ccccc2C2CC=NN12)C(=O)NC1(C#N)CCCCC1 (stereo unspecified)	-7	3	2	-1	-3	7	-1	-3	0	-2
Cn1c(=O)c(C(=O)NCCO)c(O)c2ccccc21	1	1	2	1	1	-4	-2	-4	-3	-3
COc1ccc(N2CCN(/C(=N\S(=O)(=O)c3ccccc3)Nc3nc(C)cc(C)n3)CC2)cc1	7	-10	2	0	-1	4	1	-1	2	2
COc1ccc(CN(C)C(=O)c2ccc3ccccc3n2)cc1F	-3	-6	-7	5	-2	1	-1	-3	1	1
N#CCC(=O)Nc1ccc(C(=O)OCC(=O)Nc2cccc(C(F)(F)F)c2)cc1	-78	28	35*	-5	3	-74	-81	3	-1	-4
Cc1ccc(Nc2nnc(SC/C(O)=C(\C#N)c3nc4ccccc4[nH]3)s2)c(C)c1	4	39*	-3	-2	7	0	-3	-5	-3	-4
Cc1ccc(NC(=S)NC(=O)c2ccc(F)cc2)cc1S(=O)(=O)Nc1cccc(Cl)c1	-58	20	4	-2	-1	-14	-16	-3	-13	3
COc1ccc(NS(=O)(=O)c2ccc(N3CCCC3)c(N)c2)cc1	4	9	4	-4	-2	7	4	-1	1	-2
COc1ccc2noc3c2c1C(=O)c1ccccc1-3	63*	i	22*	-6	157*	18*	54*	-8	-1	-7
COc1ccc(CCOC(=O)c2cccc(NC(C)=O)c2)cc1	-11	-3	2	-3	-1	-5	0	-5	-2	-1
COc1ccc(NC2CCCN(C(=O)c3ccc(C)nc3)C2)cc1 (stereo unspecified)	3	-3	8	4	3	-1	3	0	-2	-2
COc1ccc2nc(Nc3nc4ccc(NC(C)=O)cc4s3)sc2c1	0	15	-1	-7	0	8	38*	-1	-7	1
Cc1ccc(-n2nc3c(=O)n(CC(=O)NCc4ccccc4)nc(C)c3c2C)cc1	1	-6	5	0	-8	2	-6	2	4	1
Cc1ccc(NC(=O)CSc2nnc(CNC(=O)c3c(F)cccc3Cl)o2)cc1	-1	2	1	1	3	2	-2	0	3	4
COc1ccc(CN(C)C[C@H]2OCc3cnnn3CCCC(=O)N([C@H](C)CO)C[C@@H]2C)cc1	-1	-1	-4	3	-2	0	-4	-1	0	2
CC1CCC(CN2CCN=C2N(C)C)CC1 (stereo unspecified)	-2	8	-2	2	4	-4	-11	4	-1	10
O=C(Cn1ccc2ccccc2c1=O)NCC(=O)N1CCCCC1	-1	0	4	3	0	0	-5	1	-2	-1

4 entries from above, arranged by the value under SIAE primary, largest number first.
mol | SIAE primary
CC(SC1=Nc2ccccc2C2CC=NN12)C(=O)NC1(C#N)CCCCC1 (stereo unspecified) | 7
COc1cc(-c2cc(C(F)(F)F)n3ncc(C(=O)O)c3n2)cc(OC)c1OC | 6
COc1ccc(CN(C)C[C@H]2OCc3cnnn3CCCC(=O)N([C@H](C)CO)C[C@@H]2C)cc1 | 0
COc1ccc(C2(C)NC(=O)N(CC(=O)NC3CCCC3)C2=O)cc1OC (stereo unspecified) | -6

Other records
structure	HTRA1 inh	rCAG binder	TCR CD3 inh	NPR2 activator	PRMT1 inh	SIAE primary	ABHD4 inh	UHRF1 binding	GC-A act	MBD2 inh
CCOc1ccc(S(=O)(=O)N2CCN(C(=O)c3ccc(-n4cncn4)c([N+](=O)[O-])c3)CC2)cc1	6	3	-7	-3	7	8	-1	1	1	2
O=C(CSc1nnc(-c2ccc(Cl)cc2)n1CC1CCCO1)NC1CCS(=O)(=O)C1 (stereo unspecified)	-5	1	-7	3	0	-1	3	-1	0	3
O=[N+]([O-])c1ccc(Cl)c(/C=N/N2CCN(C3c4ccccc4-c4ccccc43)CC2)c1	4	5	-3	-3	3	-2	-14	6	-1	6
Clc1ccc(CN2CCN(c3ncccn3)CC2)cc1Cl	3	-8	1	-2	3	7	7	0	-1	3
COC(=O)/C=C(\C)NC(=O)c1cccs1	-1	-3	-4	0	3	0	-3	6	3	4
COc1cccc(C2C(C(N)=O)=C(C)Nc3nc(CCCO)nn32)c1OC (stereo unspecified)	0	1	-7	-3	8	0	5	-4	4	1
CCOc1cc(NS(C)(=O)=O)c(OCC)cc1NC(=O)c1cccs1	-5	-5	1	-4	1	3	8	-2	1	1
O=C(CCNC(=O)Cn1ccc2ccccc2c1=O)NCc1ccc(F)cc1Cl	4	0	2	2	1	1	4	-1	2	0
Fc1ccc(-c2cc(-c3cccs3)cc(-c3ccccc3)n2)cc1	0	4	-2	-7	-3	-9	-7	2	-3	2
COc1cc(C(=O)OCc2ccc(C)cc2)cc(NC(=O)c2cccs2)c1OC	-4	1	-6	2	-6	-4	0	-4	4	-2
CCCC[C@H]1C2CC(OC(=O)Nc3ccc(Cl)cc3)C(C2)[C@H]2CCCCN21 (stereo partly specified)	x	3	x	-8	-1	-2	3	0	0	-3
Cn1c(=O)c2c(nc(Cc3ccccc3)n2C)n(C)c1=O	1	-1	-2	2	5	-1	-3	4	4	2

Random excerpt: 2 records from the list
structure	HTRA1 inh	rCAG binder	TCR CD3 inh	NPR2 activator	PRMT1 inh	SIAE primary	ABHD4 inh	UHRF1 binding	GC-A act	MBD2 inh
Cn1c(=O)c2c(nc(Cc3ccccc3)n2C)n(C)c1=O	1	-1	-2	2	5	-1	-3	4	4	2
O=C(CSc1nnc(-c2ccc(Cl)cc2)n1CC1CCCO1)NC1CCS(=O)(=O)C1 (stereo unspecified)	-5	1	-7	3	0	-1	3	-1	0	3

More records follow.
structure	HTRA1 inh	rCAG binder	TCR CD3 inh	NPR2 activator	PRMT1 inh	SIAE primary	ABHD4 inh	UHRF1 binding	GC-A act	MBD2 inh
CC(C)OC(=O)CCCN1C(=O)c2ccc(N)cc2C1=O	-1	-4	2	0	1	-2	-4	-2	3	0
O=C(O)c1ccccc1-c1ccccc1C(=O)NNc1ccc([N+](=O)[O-])cc1	-2	3	10	0	0	4	1	7	3	0
CC1CC(C)CN(S(=O)(=O)N2CCCC(C(=O)NCc3ccccc3Cl)C2)C1 (stereo unspecified)	-1	-2	0	2	-3	-4	-5	22*	-5	10
COc1ccc(NC(=O)c2ccc(S(=O)(=O)N3CCOCC3)cc2)c(OC)c1	0	2	10	1	1	4	-5	1	-1	1
COc1cc(NS(=O)(=O)c2csc(C(N)=O)c2)cc(OC)c1	8	1	-3	12	-3	-1	3	10	0	2
CCCCC(C(=O)O)C(C)CC(=O)Nc1cccc(C(=O)O)c1 (stereo unspecified)	-3	1	4	2	1	2	4	0	-2	0
COc1ccc(C(C)(O)c2nc(-c3cccc(NC(C)=O)c3)cs2)cc1 (stereo unspecified)	x	1	-2	4	-5	-5	-5	1	-3	-4
Cc1nnc(NC(=O)c2ccc(S(=O)(=O)N3CC(C)CC(C)C3)cc2)o1 (stereo unspecified)	-1	9	-4	5	2	-10	-4	0	1	0
COc1cccc2cc3c(nc12)C[C@@H]1CCCC(=O)N2CCC[C@@]12C3	x	x	x	-16	-2	3	1	-3	0	-7
COc1c(/C=N/NC(=O)[C@H]2C[C@@H]2c2ccccc2)c(CCN(C)C(C)=O)cc2c1OCO2	-12	-6	0	-2	-2	1	4	1	-2	-1
CCCCCOc1ccc(C(=O)N(Cc2ccco2)C2CCS(=O)(=O)C2)cc1 (stereo unspecified)	4	0	4	-1	2	-3	-1	1	0	1
O=C(c1cccnc1)N(Cc1ccccc1)C(=O)c1cccnc1	0	0	4	-4	-1	0	1	-1	-1	1
CC1CC(=O)N(c2ccc(C(C)C)cc2)C(=O)C1	-11	-3	5	1	-2	1	1	-3	0	-4
Cc1c(NC(=O)/C(C#N)=C/C2CC=CCC2)c(=O)n(-c2ccccc2)n1C (stereo unspecified)	3	-4	-2	-2	0	2	-6	3	-2	-2
O=C1C=C(c2cccc(O)c2)CCC1	2	-1	4	-2	-1	2	2	-5	-3	-3
COc1ccc(S(=O)CC(=O)Nc2ccc(Cl)cc2Cl)cc1 (stereo unspecified)	-5	-2	6	3	0	0	0	1	-4	1
CC(C(=O)Nc1ccccc1)C(=O)Nc1ccccc1	14	1	-10	0	0	-2	-2	3	8	-2
CC(C)(C)c1ccc(C(=O)N2CCCCCC2=O)cc1	8	-2	4	7	-1	1	1	1	3	0
O=C(NCc1ccccc1Cl)c1ccccc1CCc1ccccc1	-26	-5	4	-6	1	4	-14	3	-7	6
Cn1c(=O)[nH]c(=O)c2c1nc(CN1CCN(c3ccccc3F)CC1)n2CC(N)=O	0	2	-13	5	-4	1	-4	2	1	-1
COC(=O)c1sccc1-n1cccc1C(=O)C(=O)N1CC(C)OC(C)C1 (stereo unspecified)	5	-4	8	5	-2	2	-3	-2	1	2
